T cell HTS: T cell immune modulators affecting CD8 T cell-vesicle binding. 2C CD8+ T cell-vesicle binding, flow cytometry; stronger effect = lower value. hit rate 0.068% among 330,000. AID 2052. calls only at 7 µM;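 active = response, share of CD8 T cells binding vesicles, and their 90th percentile fluorescence all below set limits, cut at about 80% in these data, passing the limit was not always enough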
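Assay system: 2C TCR transgenic mouse naive CD8+ T cells, MACS-purified | Read-out: CD8+ gate FL2 mean fluorescence as % of same-row positive control | Signal: High-throughput flow cytometry with anti-B7-1 and anti-CD8 staining | Timing: Binding step 1.5 h, 37 °C, antibody labelling 20 min, ice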
Rac1 GTP hydrolysis: MgcRacGAP GTPase-activating activity inhibitors, confirmation, biochemical, ADP Hunter fluorescence | MgcRacGAP-stimulated Rac1 GTP hydrolysis, ADP Hunter fluorescence; higher % means a stronger effect; GST-tagged Rac1 F28L mutant substrate | hit rate 0.6% among 340,000 | inhibition, % at 30 µM; hits with a dose series show IC50 in µM | AID 624330;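 active = first-screen hits whose inhibition reached a set limit at any dose in the follow-up dose series; inconclusive = inhibition above the set first-screen limit but never retested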;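 note: fluorescence reports GDP produced by GAP-driven GTP hydrolysis; strong numbers were not always called active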
Salmonella PhoP GFP: inhibitors of PhoP regulon expression, primary screen, Salmonella Typhimurium, GFP reporter (AID 1863); hit rate 0.16% among 300,000; one-dose inhibition, % at 50 µM; IC50 in µM for titrated hits; S. Typhimurium PhoP-regulated promoter GFP reporter, 4 h; higher % means a stronger effect;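 active = inhibition over 29.93%, a cutoff 3 SD above the screen mean, later confirmed by dose response; inconclusive = inhibition over 29.93% but no dose response follow-up; inactive = inhibition at most 29.93% or unconfirmed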;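 note: 0% = low Mg2+ inducing control and 100% = high Mg2+ repressing control; strong numbers were not always called active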
RSV antiviral HEp-2: RSV antiviral activity via CPE protection, HEp-2 cells, primary 10 µM value included (AID 2391); one-dose CPE inhibition, % at 10 µM; IC50 in µM for titrated hits; hit rate 0.13% among 310,000; HEp-2 cells, RSV-induced CPE inhibition; higher % means a stronger effect; in the data active = a potency from the dose series; inconclusive = CPE inhibition mostly from about 23% at the one dose, without a potency; inactive = the rest, 99 in 100 with CPE inhibition below about 21%; note: strong numbers were not always called active
Dengue-2 NS5 capping: Dengue-2 NS5 methyltransferase inhibitors, primary screen, biochemical, confirmation dose response (AID 588689); Dengue-2 NS5 methyltransferase capping enzyme assay, biochemical; higher % means a stronger effect; one-dose inhibition, % at 25 µM; IC50 in µM for titrated hits; hit rate 0.3% among 340,000; in the data active = a potency from the dose series; inconclusive = inhibition above about 29% without an active follow-up result
West Nile antiviral: West Nile virus antiviral activity, cell-based, CPE readout (AID 1621); West Nile virus-infected cells, CPE inhibition; higher % means a stronger effect; one-dose CPE inhibition, % at 10 µM; IC50 in µM for titrated hits; hit rate 0.02% among 290,000; in the data active = a potency from the dose series; inconclusive = CPE inhibition mostly from about 3.7% at the one dose, without a potency; inactive = the rest, 99 in 100 with CPE inhibition below about 2.2%; note: strong numbers were not always called active
UTI89 phage lysis: protection from phage-mediated lysis, alamar blue read-out – E. coli UTI89, K1F phage, bacterial capsule biogenesis inhibitors (AID 488966); E. coli UTI89 K1F phage lysis, alamar blue, 2 h; higher % means a stronger effect; inhibition, % at 100 µM; hits with a dose series show IC50 in µM; hit rate 0.02% among 340,000;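 active = phage lysis inhibition, versus mean bacterial control, above a set limit; inconclusive = no clear call, values can overlap the other calls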;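 note: capsule biogenesis inhibitors block K1F phage lysis so surviving cells raise fluorescence; higher fluorescence means more inhibition of phage lysis; actives were called in the ten point dose series up to 300 µM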
NTR1 agonist: agonists of NTR1, primary screen, imaging, U2OS cells, beta-arrestin-GFP, high content (AID 493036). P30989. NTR1-U2OS beta-arrestin-GFP spot imaging, agonist mode. activation, % at 20 µM. hit rate 0.17% among 330,000;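 active = activation at or above 40% of the spot to cytoplasm intensity ratio, with at least 20 cells analyzed; inconclusive = wells under 20 cells, flagged as cytotoxic or low count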;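 note: 0% = DMSO without peptide and 100% = 100 nM NTR1 peptide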
Target sequence (P30989 whole entry, looked up): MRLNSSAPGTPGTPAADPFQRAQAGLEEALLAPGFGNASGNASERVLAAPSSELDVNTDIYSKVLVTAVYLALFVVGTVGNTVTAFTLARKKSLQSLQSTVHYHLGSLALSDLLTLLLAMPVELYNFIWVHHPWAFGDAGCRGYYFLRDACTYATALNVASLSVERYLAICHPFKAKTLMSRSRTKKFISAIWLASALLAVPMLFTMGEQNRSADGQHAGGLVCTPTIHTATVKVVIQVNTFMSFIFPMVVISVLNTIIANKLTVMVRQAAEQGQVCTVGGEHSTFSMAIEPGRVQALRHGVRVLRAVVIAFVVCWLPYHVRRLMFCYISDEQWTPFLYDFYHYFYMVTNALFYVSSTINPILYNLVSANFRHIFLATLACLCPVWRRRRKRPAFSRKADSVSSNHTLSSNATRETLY
SV40 large T antigen: SV40 large T antigen inhibitors, biochemical (AID 1903); hit rate 0.39% among 310,000; inhibition, % at 20 µM, or IC50 in µM where a hit was titrated; SV40 large T antigen ATPase/helicase inhibition assay; higher % means a stronger effect; in the data active = a potency from the dose series; inconclusive = inhibition mostly from about 32% at the one dose, without a potency; inactive = the rest, 99 in 100 with inhibition below about 32%; note: strong numbers were not always called active
T cell HTS vesicle-bound %: recorded beside T cell HTS, whose call it bears; double positive events, %; measured here: CD8+ vesicle-bound cell fraction;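 binding gate set so that unloaded-vesicle control wells show 10% double positive cells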
NTR1 agonist cell count 20 µM: further read-out of NTR1 agonist, marked with its call; cell count; measured here: cell count, cytotoxicity flag
Dengue-2 NS5 capping pilot replicate: second read-out of Dengue-2 NS5 capping, no call of its own (marks repeat the call); inhibition, %; measured here: pilot screen replicate inhibition
The depositor's hits bear a star; i = inactive; u = inconclusive; x = no result given; [ ] = remark or other dose.

SMILES	T cell HTS	T cell HTS vesicle-bound %	Rac1 GTP hydrolysis	Salmonella PhoP GFP	RSV antiviral HEp-2	Dengue-2 NS5 capping	West Nile antiviral	UTI89 phage lysis	NTR1 agonist	NTR1 agonist cell count 20 µM	SV40 large T antigen	others
Oc1cc2c(cc1CN1CCN(c3cccc(C(F)(F)F)c3)CC1)CCC2	i	43	-2%	-3%	7.2%	-1%	-1.5%	1.9%	1.8	64	0%
Cc1ccc(S(=O)(=O)N2CCC(C(=O)N3CCC(C(=O)NCc4cccnc4)CC3)CC2)cc1	i	61	2%	13%	0.9%	-6%	0.0%	3.3%	1.7	44	-4%
COc1cc(OC)c(NC(=O)c2ccc3c(SCC(=O)O)c4c(nc3c2)CCCC4)cc1Cl	i	35	11%	-6%	-1.1%	2%	0.7%	-0.2%	1.0	43	24%
Cc1ccc(S(=O)(=O)N2CCN(C(=O)C3CCCO3)CC2)cc1 (stereo not given)	i	40	2%	-2%	0.5%	0%	-0.1%	-0.1%	-0.7	42	-1%
CCCCN(S(=O)(=O)c1ccccc1)S(=O)(=O)c1ccccc1	i	50	3%	-2%	2.7%	-2%	-0.6%	-0.2%	1.0	58	5%
Cc1ccc(C(=O)CCS(=O)(=O)c2ccc(Cl)cc2)cc1	i	8	6%	11%	0.0%	-1%	-1.4%	-0.9%[50 µM]	0.6	63	15%
CCOC(=O)Cn1nc(C)c(NC(=O)COc2ccc(C)c(C)c2)c1C	i	10	4%	-3%	0.0%	-1%	0.8%	-0.2%	-0.5	61	18%
CN(C)c1ccc(NC(=S)NC(=O)/C=C/c2ccc(Cl)cc2)cc1	i	19	22%	1%	0.4%	-1%	-0.5%	0.2%	-0.8	66	20%
Cc1ccc(NC(=O)c2oc(=O)c3ccccc3c2-c2ccccc2)c(C)c1	i	50	7%	-5%	2.9%	-4%	-1.4%	3.1%[50 µM]	4.6	59	18%
CCN(CC)S(=O)(=O)c1ccc2nnn(O)c2c1	i	40	7%	0%	0.4%	1%	0.3%	3.0%	1.3	57	19%
Cc1ccc(S(=O)(=O)Nc2ccccc2F)cc1C(=O)OC(C)C(=O)N1CCOCC1 (stereo not given)	i	12	-4%	-7%	-1.0%	-10%	x	2.5%[50 µM]	-1.0	48	26%
Cc1nn(C(C)C(=O)NCc2cccs2)c(C)c1[N+](=O)[O-] (stereo not given)	i	49	9%	4%	1.2%	6%	-0.7%	0.3%	-0.6	57	14%
O=C(COC(=O)C1(c2ccc(Cl)cc2)CCCC1)NC1CCS(=O)(=O)C1 (stereo not given)	i	35	-5%	-14%	0.2%	1%	-1.3%	1.2%	0.6	52	-2%
CC(C)N1CCN(S(=O)(=O)c2ccccc2)CC1	i	49	u	3%	0.4%	-7%	0.2%	0.2%	-0.2	74	33%
O=C(O)c1nn2c(c1Br)NC(c1ccccc1)CC2C(F)(F)F (stereo not given)	i	50	13%	4%	1.6%	-8%	0.3%	1.1%	1.3	39	4%
Clc1cc(NC2CCCCC2)ncn1	i	41	-3%	2%	-0.8%	-2%	-0.2%	0.0%	0.8	90	5%
CCOc1ccc(NC(=O)C2CC(=O)OC2c2ccccc2)cc1 (stereo not given)	i	62	7%	6%	-1.2%	-10%	0.5%	-0.5%	-0.1	38	5%
O=Nc1c(O)n(Cc2ccccc2)c2ccccc12	i	20	4%	-9%	7.6%	-9%	0.3%	0.0%	-0.2	65	9%
COc1ccc(CN2C=C3C(=O)C(C)(OC(=O)CCc4ccccc4)C(=O)C=C3C=C2c2ccc(C#N)cc2)cc1 (stereo not given)	i	58	1%	-1%	0.3%	10%	-0.8%	-1.1%	-2.9	88	2%
COc1cccc(NC(=S)/C(=C(\[O-])c2ccc([N+](=O)[O-])cc2)[n+]2ccccc2)c1	i	28	-13%	0%	-0.6%	-8%	-0.3%	-0.1%	1.3	47	13%
COc1ccc2sc(N3C(=O)CC(Cc4cccc(C)c4)C3=O)nc2c1 (stereo not given)	i	28	4%	-14%	-0.6%	-1%	-0.5%	0.9%[50 µM]	-0.5	61	26%
Cc1ccsc1C(=O)Nc1nc2ccccc2[nH]1	i	34	7%	-2%	-0.6%	-1%	-0.3%	0.1%	1.3	56	14%
CC/C(=N/O)C(=O)c1ccc(Br)cc1	i	47	8%	11%	-0.2%	-6%	-0.4%	-0.1%	-0.8	104	8%
Cn1ncc(S(=O)(=O)Cc2ccccc2)c(Cl)c1=O	i	57	14%	-5%	x	4%	-0.1%	-1.1%	-1.0	57	u
CCOc1ccccc1N(CC(=O)Nc1ccccc1C(=O)OC)S(C)(=O)=O	i	7	4%	-2%	1.0%	-1%	-0.7%	0.5%	0.9	82	18%

Next entries:
SMILES	T cell HTS	T cell HTS vesicle-bound %	Rac1 GTP hydrolysis	Salmonella PhoP GFP	RSV antiviral HEp-2	Dengue-2 NS5 capping	West Nile antiviral	UTI89 phage lysis	NTR1 agonist	NTR1 agonist cell count 20 µM	SV40 large T antigen	others
COc1ccc(CC(=O)N2CCN(c3ccccc3OC)CC2)cc1	i	52	6%	4%	3.9%	-2%	-0.6%	0.0%	-0.5	90	9%
CC(=O)c1cccc(NC(=O)/C(=C\c2ccco2)NC(=O)c2ccco2)c1	i	11	10%	4%	2.5%	-10%	-0.1%	0.3%	-0.7	50	28%
CCN1CCN(C(C)CCc2ccccc2)CC1 (stereo not given)	i	53	11%	1%	0.8%	-3%	-0.2%	0.0%	-0.3	55	3%	Dengue-2 NS5 capping pilot replicate=-0.9
O=C(CCNS(=O)(=O)c1ccccc1C(F)(F)F)N1CCN(S(=O)(=O)c2cccc(Cl)c2)CC1	i	60	13%	6%	-0.7%	-7%	x	0.3%[50 µM]	1.9	70	4%
Cc1cc(C(=O)CN2C(=O)NC(CC(C)C)C2=O)c(C)n1C1CC1 (stereo not given)	i	26	1%	x	x	-10%	x	-0.1%	-1.3	51	x
CCOC(=O)c1cnc2nc(SC)nn2c1N	i	49	8%	4%	1.3%	3%	x	0.0%	-1.1	80	-1%
O=C(CCCOc1cccc(Br)c1)NC1CCC(O)CC1 (stereo not given)	i	58	1%	1%	1.4%	-8%	-0.3%	-0.2%	-0.3	64	5%
COC(=O)C1=C(C)N(CCc2ccc(OC)c(OC)c2)C(=O)/C1=C\N(C)C	i	42	6%	-15%	1.8%	-4%	0.2%	0.9%	-0.4	51	11%
CCCCCC/C=N/Nc1nnc(Cc2ccc(OC)c(OC)c2)c(=O)[nH]1	i	11	1%	21%	14%	-1%	-1.3%	1.1%	-1.3	95	19%
CCN(C(=O)CN1C(=O)NC2(CCCc3ccccc32)C1=O)c1ccc(F)cc1 (stereo not given)	i	20	4%	x	0.4%	-7%	x	0.8%[50 µM]	1.5	60	x
O=C(Nc1c[nH]c(=O)[nH]c1=O)c1ccc([N+](=O)[O-])cc1	i	31	3%	-3%	2.1%	2%	0.4%	-0.2%	1.9	32	29%
CCOC(=O)c1ccc(Nc2nc(C)cc(=O)[nH]2)cc1	i	41	-3%	-1%	2.4%	-4%	-1.0%	0.1%	-0.7	60	2%
Cn1c(CN2CCCCC2)nc2cc(NC(=O)c3ccc(F)cc3)ccc21	i	24	-1%	1%	u	-1%	-0.3%	0.0%	-2.4	79	2%
CCc1nn(-c2cc(Cl)ccc2OC)c2c1C(=O)CCC2	i	52	3%	7%	4.2%	-6%	0.0%	0.8%	-1.0	55	x
CC(=O)Oc1c(-c2ccco2)oc2ccccc2c1=O	i	34	11%	-3%	1.2%	2%	0.7%	0.6%	1.2	43	18%
CCOC(=O)N1CCC(NC(=O)CCC(=O)c2ccccc2)CC1	i	10	11%	32%	-1.4%	7%	0.0%	-0.1%	0.8	44	6%
CCn1nc(NS(=O)(=O)c2ccc(NC(C)=O)cc2)c2cc3ccc(C)cc3nc21	i	9	7%	6%	0.4%	-5%	0.9%	-0.5%	3.3	51	22%
CCc1c(C(=O)OCc2ccccc2)[nH]c(C)c1C	i	30	7%	-7%	1.9%	2%	-1.0%	0.1%	2.4	52	5%
CC(=O)N=C(N)Sc1nc2ccccc2[nH]1	i	54	5%	2%	4.2%	1%	0.5%	1.8%	-1.1	73	4%
Cc1ccc(NC(=O)CSCC(=O)N(C)CC(=O)Nc2cccc3ccccc23)cc1	i	22	-1%	-6%	-1.1%	1%	x	0.0%[50 µM]	0.5	32	8%
COc1ccc(Cl)cc1C(=O)NCc1ccco1	i	61	12%	-4%	1.1%	-3%	0.0%	0.0%	1.7	67	19%
Cc1[nH]c(C)c(S(=O)(=O)NCc2ccco2)c1C(=O)N1CCCCC1	i	6	16%	-4%	0.7%	-5%	-0.5%	0.3%	-0.6	66	8%
CN(C)C=Nc1ncc2c([nH]c3ccccc32)c1C#N	i	31	16%	-4%	0.9%	-5%	x	0.5%	7.1	58	23%
Cc1cccc(OC(=O)c2ccc3nccnc3c2)c1	i	55	6%	0%	2.0%	-2%	-0.4%	-2.1%	1.0	43	15%
CN(Cc1ccccc1)S(=O)(=O)c1ccc(Cl)c(C(=O)NCc2ccc3c(c2)OCO3)c1	i	13	10%	9%	0.1%	5%	-1.3%	0.1%	1.2	49	10%
CCN1C(=O)c2ccccc2Sc2ccc(C(=O)NC(C)C)cc21	i	6	6%	-5%	1.3%	-5%	-1.5%	0.2%	3.9	50	11%
CCOC(=O)Nc1ccc2c(c1)N(C(=O)CN(C)C)c1ccccc1CC2	i	24	0%	5%	-0.8%	19%	0.7%	1.5%	1.6	64	25%
Cc1ccc(C)c(NC(=O)COc2coc(CN3CCc4ccccc43)cc2=O)c1	i	26	7%	-6%	20%	-1%	x	0.8%[50 µM]	-0.2	65	13%
Cc1cc(Cl)ccc1OCCCC(=O)OCC(=O)c1c(N)n(C)c(=O)n(C)c1=O	i	28	1%	-10%	0.6%	-4%	-0.1%	0.2%	12	59	3%
